Source: PubChem BioAssay (several laboratories)
SUMO1 PPI mod: modulators of SUMO1 protein-protein interactions, primary screen, biochemical, uHTS; AID 602429, 2012; SUMO1 binding to a labelled peptide, TR-FRET, 1 h; hit rate 0.33% among 360,000; inhibition, % at 20 µM; Small ubiquitin-related modifier 1 (Homo sapiens), P63165; in the data active = inhibition above about 37%
Scp-1 inhibitor: Scp-1 phosphatase inhibitors, primary screen, biochemical, colorimetric, uHTS | Carboxy-terminal domain RNA polymerase II polypeptide A small phosphatase 1 (Homo … | Recombinant Scp1, phosphopeptide, malachite green phosphate absorbance | inhibition, % at 20 µM | hit rate 0.88% among 340,000 | AID 493091, 2011;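 active = inhibition above about 50% at 20 µM, limit read from the data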;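 also: plate controls were DMSO wells with enzyme for no effect and wells lacking enzyme for full effect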
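System: truncated SCP-1 phosphatase (76-261aa); medium: Tris acetate buffer pH 5.5 with MgCl2 and Tween-20; incubation: 45 min room-temperature reaction, 5 min colour, 30 min stabiliser; compound: single 20 µM dose, 1% DMSO; reagent: Phosphorylated 17-residue peptide substrate; read-out: % inhibition at 20 µM; technique: colorimetric free-phosphate detection, absorbance 630 nm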
DNMT1 block: human DNMT1 methyltransferase inhibitors, primary screen, biochemical, molecular beacon, fluorescence, HinP1I cleavage, uHTS; inhibition (reported as % activation of signal), % at 10 µM; hit rate 0.83% among 360,000; in the data active = inhibition above about 50%
Target sequence (P26358 504-1616 limits assumed): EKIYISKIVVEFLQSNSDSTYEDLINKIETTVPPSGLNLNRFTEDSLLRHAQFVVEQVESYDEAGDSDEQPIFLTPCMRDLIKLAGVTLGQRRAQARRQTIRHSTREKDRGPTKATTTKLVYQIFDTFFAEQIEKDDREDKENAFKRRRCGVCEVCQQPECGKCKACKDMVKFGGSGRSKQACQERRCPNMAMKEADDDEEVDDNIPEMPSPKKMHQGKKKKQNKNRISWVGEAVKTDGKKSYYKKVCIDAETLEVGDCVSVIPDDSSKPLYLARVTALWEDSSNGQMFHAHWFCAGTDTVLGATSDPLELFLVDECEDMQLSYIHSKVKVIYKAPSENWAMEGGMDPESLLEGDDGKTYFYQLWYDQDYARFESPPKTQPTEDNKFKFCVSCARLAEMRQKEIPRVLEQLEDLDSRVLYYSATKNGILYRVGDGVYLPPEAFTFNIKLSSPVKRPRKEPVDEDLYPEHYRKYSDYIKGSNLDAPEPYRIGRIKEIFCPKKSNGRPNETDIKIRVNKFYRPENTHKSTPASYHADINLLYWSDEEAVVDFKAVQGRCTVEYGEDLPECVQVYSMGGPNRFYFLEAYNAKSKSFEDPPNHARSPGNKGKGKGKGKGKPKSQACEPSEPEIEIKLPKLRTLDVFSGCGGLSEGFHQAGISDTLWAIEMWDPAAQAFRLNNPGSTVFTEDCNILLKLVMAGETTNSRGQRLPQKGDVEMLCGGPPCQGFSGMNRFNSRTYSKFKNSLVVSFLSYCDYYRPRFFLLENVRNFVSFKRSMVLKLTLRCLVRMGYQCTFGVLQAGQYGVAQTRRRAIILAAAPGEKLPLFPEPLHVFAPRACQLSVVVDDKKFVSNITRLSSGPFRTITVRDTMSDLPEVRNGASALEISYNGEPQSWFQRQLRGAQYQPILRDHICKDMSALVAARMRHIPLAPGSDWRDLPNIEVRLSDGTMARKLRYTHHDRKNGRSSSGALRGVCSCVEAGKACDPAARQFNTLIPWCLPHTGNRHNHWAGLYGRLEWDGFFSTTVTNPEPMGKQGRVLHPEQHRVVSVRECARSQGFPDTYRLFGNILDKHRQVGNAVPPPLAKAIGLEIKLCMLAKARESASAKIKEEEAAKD
Tb MetRS inh: T. brucei MetRS inhibitors, primary screen, biochemical, luminescence; methionyl-tRNA synthetase (Trypanosoma brucei brucei); purified T. brucei MetRS, ATP depletion, Kinase-Glo luminescence; inhibition, % at 11.9 µM; hit rate 0.4% among 360,000; AID 624268, 2012;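 active = inhibition above a per-plate cutoff of the control wells' mean inhibition plus 3 SD, cut at about 5.5% in these data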;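 also: 0% = DMSO wells median and 100% = median of wells with control inhibitor compound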
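Test system – parasite MetRS enzyme · Reagent – substrates ATP, L-methionine and bulk Escherichia coli tRNA · Doses – 11.9 µM compound single dose, 0.9% DMSO · Times – 15 min enzyme-compound preincubation, 2 h reaction, 10 min detection, 25 °C · Signal – Kinase-Glo luminescence, ATP depletion format · Controls – DMSO-only wells as low control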
Rpn11 block: Rpn11 (PSMD14) deubiquitinase inhibitors, primary screen, biochemical, fluorescence polarization, uHTS | human 26S proteasome, Ub4-pepOG fluorescence polarization; 20S core pre-blocked with epoxomicin | AID 588493, 2011 | hit rate 0.59% among 360,000 | 26S proteasome non-ATPase regulatory subunit 14 (Homo sapiens), O00487 | calls only at 20 µM;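 active = inhibition at 20 µM, scaled to each plate's controls, above about 33%, limit read from the data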
LMPTP block: LMPTP phosphatase inhibitors, primary screen, biochemical, fluorescence intensity, uHTS | Low molecular weight phosphotyrosine protein phosphatase (Homo sapiens), P24666 | recombinant LMPTP-A, OMFP fluorogenic substrate | inhibition, % at 20 µM | hit rate 0.22% among 360,000;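 active = compounds that cut the enzyme signal by at least half of the control window in the single-dose screen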;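 also: plate controls were DMSO wells with enzyme plus substrate for no effect and substrate without enzyme for full effect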
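Assay system: LMPTP-A phosphatase enzyme | Input: 0.625 nM enzyme | Also added: Fluorogenic phosphatase substrate OMFP at 400 µM final | Compound dosing: One test concentration per compound, 20 µM, with 3% DMSO overall | Schedule: 50 min enzyme reaction at room temperature, protected from light | Signal: Fluorescence intensity | Benchmarks: no-enzyme and uninhibited controls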
CSN inh: inhibitors of CSN-mediated cullin deneddylation, primary screen, biochemical, fluorescence polarization, uHTS. COP9 signalosome complex subunit 5 (Homo sapiens), Q92905. Purified CSN, SCF-Nedd8-OG deneddylation. inhibition, % at 12.5 µM. hit rate 0.38% among 360,000. AID 651999, 2013;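 active = pattern-corrected inhibition above about 35%, with an unprinted fluorescence ratio check between 0.5 and 1.5, limit read from the data, passing the limit was not always enough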;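 also: 0% = enzyme with substrate and 100% = substrate without enzyme; some results filed as inactive read as strong as hits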
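Test system: Human Csn5 produced in HEK293T cells | Compound: 12.5 µM single point | Times: 90 min, room temperature | Signal: Fluorescence polarization readout | Read-out basis: % inhibition of substrate cleavage by Csn5 | Controls: no-enzyme wells high, enzyme-with-substrate wells low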
PABP1 MLLE inh: inhibitors of PABP1 MLLE–PAM2 peptide binding, primary screen, biochemical, fluorescence polarization, FITC-PAM2, GST-MLLE. Polyadenylate-binding protein 1 (Homo sapiens), P11940. inhibition, % at 20 µM. hit rate 0.36% among 360,000; in the data active = inhibition above about 35%, passing the limit was not always enough;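 also: plate controls were DMSO wells with GST-MLLE for no effect and wells lacking GST-MLLE protein for full effect; some results filed as inactive read as strong as hits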
STEP inh: STEP phosphatase inhibitors, primary screen, biochemical, fluorescence intensity, uHTS; AID 588621, 2011; recombinant STEP, OMFP fluorogenic substrate; inhibition, % at 20 µM; hit rate 0.25% among 360,000;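 active = inhibition at 20 µM, scaled per plate between control wells, above about 37%, limit read from the data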;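 also: 0% = DMSO with enzyme and substrate and 100% = substrate only without enzyme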
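System: isolated STEP enzyme; schedule: 20 min enzyme reaction at room temperature, protected from light; medium: Bis-Tris buffer pH 6.0, 2.5 mM DTT, 0.005% Tween 20; signal: fluorescence, 480/540 nm; dosing: single compound dose of 20 µM, 1% DMSO final; also added: OMFP substrate, 25 µM final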
NadD inh: inhibitors of S. aureus NadD, primary screen, biochemical, colorimetric, uHTS. Nicotinate-nucleotide adenylyltransferase NadD (Staphylococcus aureus N315). purified NadD enzyme, colorimetric absorbance read-out. inhibition, % at 20 µM. hit rate 0.78% among 360,000. AID 602399, 2012; in the data active = inhibition above about 26%; also: some compounds past the cut are filed as inactive
* = called active by the depositor; i = inactive.

SMILES	SUMO1 PPI mod	Scp-1 inhibitor	DNMT1 block	Tb MetRS inh	Rpn11 block	LMPTP block	CSN inh	PABP1 MLLE inh	STEP inh	NadD inh
CC1(c2ccccc2)NC(=O)N(NC(=O)CSc2n[nH]c(N)n2)C1=O (stereo not given)	-3	-2	-1	-0.3	i	-0.6	1	4	-2	-5
COc1cc2c(cc1OC)C(C(=O)Nc1ccccc1N1CCN(C)CC1)C1c3ccccc3CCN1C2=O (stereo not given)	1	-3	-1	-1.1	i	-1.1	-4	13	2	-13
O=C(O)/C=C/c1ccc(OCCCF)cc1	-3	-11	2	0.8	i	-0.4	-8	-1	9	-5
CC(NC(=O)COc1ccc(Oc2ccccc2)cc1)C(=O)O (stereo not given)	2	-7	0	-0.7	i	-0.1	1	17	-4	-5
CC(OC(=O)c1ccc2c(=O)n3c(nc2c1)CCCCC3)C(=O)Nc1ncc(Cl)cc1Cl (stereo not given)	1	-5	-3	-1.1	i	-1.4	5	-3	0	9
COc1ccc(NC(=O)C(=O)Nc2cccc3cccnc23)c(OC)c1	0	8	14	-1.4	i	-1.3	-1	-11	-3	3
Cc1n[nH]c(C)c1C(=O)CC1(O)C(=O)N(CCc2ccccc2)c2ccc(Cl)cc21 (stereo not given)	-1	1	-8	-1.6	i	0.5	-3	6	-5	-3
Cc1cc([N+](=O)[O-])cnc1N1CCOCC1	-17	-4	0	-0.6	i	-1.3	-4	8	-1	-2
C[C@H](CO)N1C[C@H](C)[C@@H](CN(C)S(=O)(=O)c2ccc(F)cc2)Oc2ccc(NS(=O)(=O)c3ccccc3)cc2C1=O	0	5	-3	-0.2	i	-1.2	2	4	-1	-2
O=C1CC(NS(=O)(=O)c2cccs2)CN1c1ccc(Cl)cc1 (stereo not given)	5	-3	2	0.1	i	-0.3	0	0	0	-6
Cc1cc(C)c2c(n1)sc1c(N3CCN(CCO)CC3)ncnc12	6	-2	-1	-0.8	i	1.6	2	-4	-3	-7
O=C(Nc1nnc(SCC(=O)N2CCCCC2)s1)c1c(F)cccc1F	-3	-2	2	-1.0	i	0.2	0	0	-1	-1
O=C1CCc2cc(S(=O)(=O)N3CCN(C(=O)c4ccco4)CC3)ccc2N1	1	-2	2	-0.5	i	-2.2	2	2	-5	-6
Cc1cccc(NC(=O)CCC(=O)OCc2ccc(Br)cc2)c1	-5	-1	0	0.4	i	-2.6	-8	9	-3	-2
CCN(CC(=O)NC)S(=O)(=O)c1ccc(C)cc1	-4	5	2	-1.6	i	0.6	-3	-8	-1	1

Some of the entries so far, with two lines to a compound.
Results follow in this order: SUMO1 PPI mod, Scp-1 inhibitor, DNMT1 block, Tb MetRS inh, Rpn11 block, LMPTP block, CSN inh, PABP1 MLLE inh, STEP inh, NadD inh
Cc1cc([N+](=O)[O-])cnc1N1CCOCC1
→ -17, -4, 0, -0.6, i, -1.3, -4, 8, -1, -2
C[C@H](CO)N1C[C@H](C)[C@@H](CN(C)S(=O)(=O)c2ccc(F)cc2)Oc2ccc(NS(=O)(=O)c3ccccc3)cc2C1=O
→ 0, 5, -3, -0.2, i, -1.2, 2, 4, -1, -2
O=C1CC(NS(=O)(=O)c2cccs2)CN1c1ccc(Cl)cc1 (stereo not given)
→ 5, -3, 2, 0.1, i, -0.3, 0, 0, 0, -6
Cc1cc(C)c2c(n1)sc1c(N3CCN(CCO)CC3)ncnc12
→ 6, -2, -1, -0.8, i, 1.6, 2, -4, -3, -7
O=C(Nc1nnc(SCC(=O)N2CCCCC2)s1)c1c(F)cccc1F
→ -3, -2, 2, -1.0, i, 0.2, 0, 0, -1, -1

Next section:
SMILES	SUMO1 PPI mod	Scp-1 inhibitor	DNMT1 block	Tb MetRS inh	Rpn11 block	LMPTP block	CSN inh	PABP1 MLLE inh	STEP inh	NadD inh
CC(=O)Nc1cccc(/C(C)=N/NC(=O)c2ccc(O)cc2)c1	3	-4	0	2.6	i	-0.5	-2	0	5	1
CC(C)c1nc2cc(C(=O)NC(c3cccnc3)C(F)(F)F)ccc2o1 (stereo not given)	0	-5	0	-0.2	i	-0.7	-4	-4	-1	-3
Cc1cccc(C(=O)NC2CCN(S(=O)(=O)c3cccc(F)c3)CC2)c1	1	-5	0	-0.3	i	-0.3	0	4	1	0
O=C(COC(=O)c1ccccc1O)Nc1cc([N+](=O)[O-])ccc1Cl	1	-1	17	-0.2	i	20	2	2	2	1
COc1ccc(C(=O)N[C@H](C(=O)NCCCn2nc(C)cc2C)C(C)C)cc1	1	-5	2	-0.6	i	-1.6	0	-18	-1	8
CS(=O)(=O)N(CC(=O)NC1CCCC1)c1cccc(F)c1	-1	0	1	-0.2	i	0.1	3	-1	-1	4
COCCCNC(=O)Cc1c(C)c2cc3c(cc2oc1=O)OC(C)(C)CC3	-7	-7	3	-0.2	i	0.0	-3	-14	-2	0
N#Cc1cc(-c2ccc(Cl)cc2)cnc1Sc1ccc(F)cc1	5	-11	1	0.0	i	0.8	-2	4	3	-6
Cn1cnnc1SCc1ccc(C(=O)O)cc1	-3	-7	2	-0.3	i	-2.2	-1	20	-6	-8
Cc1cc(S(=O)(=O)Nc2ccc(N(C)C)cc2)c(C)s1	-1	-3	-1	-0.2	i	1.1	-1	4	1	6
O=C(Nc1nnc(C2CC2)s1)c1cccnc1Oc1ccc(Cl)cc1	3	-15	2	-1.6	i	-0.4	-2	3	-1	-9
COC(=O)c1cc(S(=O)(=O)NCC2CCN(Cc3cccc(Cl)c3)CC2)c[nH]1	4	-5	0	0.4	i	-0.5	-4	11	-1	-4
CN(C)/C=C/C(=O)c1ccc(OCCN(C)c2ccccn2)cc1	18	-7	-1	-0.1	i	51*	2	0	-1	-1
Nc1cccc(N=[N+]([O-])c2cccc(N)c2)c1	-14	-7	-11	-0.1	i	0.1	4	-5	1	1
CC(=O)Nc1ccc(S(=O)(=O)N(C)Cc2ccccc2)cc1	3	-5	1	-0.1	i	-1.7	4	1	-2	7
COc1ccc(OC)c(C2(O)CSC(=Nc3cccnc3)N2Cc2ccco2)c1 (stereo not given)	3	-9	-2	0.0	i	-0.3	-3	-7	4	-4
Cc1ccc(C)c(S(=O)(=O)NCc2ccc(C(=O)N3CCC(Cc4ccccc4)CC3)cc2)c1	-1	-4	-3	-1.7	i	2.8	4	-1	-1	5
O=C(COc1ccc(-c2ccccc2)cc1)N/N=C/c1ccccc1Br	-6	-3	-2	-1.2	i	5.0	-2	-14	-2	7
Cc1nc(-c2ccc(NC(=O)c3ccccc3)cc2)cs1	2	-3	-2	-2.4	i	-0.1	-2	-3	1	9
Cc1cc(-c2ccccc2)nc(N(C)N)c1S(C)(=O)=O	-3	-4	-1	-0.5	i	0.7	-7	-3	-4	5
C/C(CC(=O)Nc1cc(C)ccn1)=N\NC(=O)c1cccc(C)c1O	7	-6	-2	-0.4	i	-1.7	1	7	1	2
CC1CCN(C(=O)CNC(=O)c2ccc(Br)o2)CC1	1	3	-1	-0.3	i	-1.0	0	-2	2	6
COc1ccc(-n2c(COc3ccccc3)n[nH]c2=S)cc1	4	1	-4	-0.3	i	-1.6	6	-20	2	5
COc1cc2c(cc1NC(=S)NC(=O)/C=C/c1ccco1)oc1ccccc12	0	5	-4	-0.3	i	2.4	7	-1	-1	23
O=c1[nH]c(CSc2nnc3ccccn23)nc2ccccc12	1	-6	0	0.2	i	-3.0	-9	-3	2	0
Cc1ccccc1NS(=O)(=O)c1ccc(C(=O)NCCCN2CCCC2=O)cc1	-2	19	0	-0.2	i	-0.7	-12	5	-3	-4
O=C1CCC([N+](=O)[O-])C(c2cccc(Cl)c2Cl)N1 (stereo not given)	-3	4	0	-1.4	i	-1.8	-7	-3	-4	-2
CCN1C(=O)C(CC(=O)Nc2ccccc2)S/C1=N\c1ccccn1 (stereo not given)	0	6	-3	0.3	i	0.2	-7	8	1	3
Cc1cc(NS(=O)(=O)c2ccc(NC(=O)c3ccco3)cc2)no1	0	0	2	-0.5	i	-0.6	-3	-14	-4	-5
O=C(CSc1nnc(-c2ccc(S(=O)(=O)N3CCCC3)cc2)o1)NCc1ccco1	3	62*	10	-0.1	i	1.3	-1	-77	-2	-1
COc1cc(NC(=O)COC(=O)c2[nH]c(C)c(C(C)=O)c2C)cc(OC)c1	0	-10	-1	-0.1	i	3.0	-1	8	1	-2
CC1(C)CC(=O)C(CC(=O)NC2CCCc3ccccc32)C(=O)C1 (stereo not given)	5	-4	8	0.1	i	-1.5	2	-13	-4	-4
O=C(O)c1ccccc1-c1ccccc1C(=O)Nc1ccc2c(c1)C(=O)c1ccccc1-2	7	-13	-1	0.0	i	1.8	0	-14	4	4
N#Cc1nc(Cc2ccccc2)oc1NCCCn1ccnc1	-7	-3	0	0.0	i	-2.2	-2	8	1	-3
Cc1ccc(C2=NOC(C)(c3nnc(-c4ccc(F)cc4)o3)C2)cc1 (stereo not given)	3	-8	0	-0.3	i	1.1	2	0	0	-4
CC1Cc2ccccc2N1C(=O)CSc1nnnn1-c1ccc2c(c1)OCCO2 (stereo not given)	-21	-8	-4	0.5	i	2.2	0	0	1	2
N#Cc1ccc(/C=N/NC(=O)c2cccc(S(=O)(=O)N3CCOCC3)c2)cc1	-11	6	1	-1.7	i	-0.7	1	1	2	-1
CCCCN(C(=O)CSc1nncn1-c1ccccc1)c1c(N)n(Cc2ccccc2)c(=O)[nH]c1=O	0	-7	1	-0.3	i	0.1	-2	-29	-3	3
CC(=O)n1cc(N(C(=O)CCl)c2ccc([N+](=O)[O-])cc2)c2ccccc21	-20	-7	10	-0.1	i	-0.3	1	7	1	1
